Hep lipid drop: modulators of hepatic lipid droplet formation; AML12 mouse hepatocytes, oleate lipid droplets, BODIPY imaging; inhibition, % at 6.5 µM; 0.4% of 240,000 active; AID 1656;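 active means lipid droplet intensity inhibited by at least 50%, with more than 500 cells counted; inconclusive means wells with under 300 cells, treated as cytotoxic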
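Test system: AML12 hepatocytes (mouse); reagent: oleate loading, 100 µM; dosing: one dose, 6.5 µM compound; incubation: overnight exposure; signal: fluorescence imaging, 20x objective, two fields per well; read-out basis: % inhibition of corrected integrated BODIPY droplet signal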
T cell modulator: T cell immune modulation candidate | 0.068% of 330,000 active | calls only at 7 µM | 2C CD8+ T cell-vesicle binding, flow cytometry; stronger effect = lower value;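 active means response, share of CD8 T cells binding vesicles, and their 90th percentile fluorescence all below set limits, cut at about 80% in these data, passing the limit was not always enough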
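incubation = binding step 1.5 h, 37 °C, antibody labelling 20 min, ice | test system = 2C mouse CD8+ T cells | read-out basis = percent CD8+ FL2 mean versus row control | controls = Peptide-free naked vesicles (low) and QL9 vesicles with 0.7% DMSO vehicle (high) | detection = flow cytometry of vesicle-bound cells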
Myeloid diff MLP: promotes myeloid progenitor differentiation; ER-HoxA9 myeloid progenitors, lysozyme-GFP differentiation, flow cytometry; AID 624256; 1% of 360,000 active; calls only at 10 µM;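 active means normalized GFP-positive differentiation at or above the plate's own cutoff, the solvent-only control mean plus 3 SD; inconclusive means no clear call, values can overlap the other calls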;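 further: cells exposed to compound for four days before flow analysis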
Hep lipid drop cells 6.5 µM: also measured in Hep lipid drop; calls as there; cell count; measured here: cell count, cytotoxicity flag;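 cells counted across two imaged fields per well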
T cell modulator vesicle-bound %: also measured in T cell modulator; calls as there; double positive events, %; measured here: CD8+ vesicle-bound cell fraction;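 binding gate set so that unloaded-vesicle control wells show 10% double positive cells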
Myeloid diff MLP GFP+ MAC1+ %: recorded beside Myeloid diff MLP, whose call it bears; GFP+ MAC1+ double positive, %; measured here: differentiation confirmed by MAC1 staining
The depositor's hits bear a star; i = inactive; ? = inconclusive; . = no result given.

Molecule	Hep lipid drop cells 6.5 µM	Hep lipid drop	Myeloid diff MLP	T cell modulator vesicle-bound %	Myeloid diff MLP GFP+ MAC1+ %	T cell modulator
CC(C)COc1nc2ccccc2nc1N1CCN(C)CC1	826	16	i	27	0.3	i
CC(C)C1CCN(C(=O)C2CCC(=O)N(CCc3ccc(Cl)cc3)C2)CC1 (centres undefined)	691	-16	i	22	1.1	i
CC1CCc2c(sc(NC(=O)/C=C/c3cccs3)c2C(=O)O)C1 (centres undefined)	788	-2	i	55	0.3	i
CCN1CCN(c2c(Cl)cccc2NC(=O)c2cc3ccccc3o2)CC1	686	-6	i	20	0.2	i
COc1cc2[nH]c(=O)c(C(=O)NCc3ccccc3Cl)c(O)c2cc1OC	842	-1	i	48	0.3	i
CC1CCCN(CCCNC(=O)C2CCCN(c3ncnc4c3nc3n4CCCCC3)C2)C1 (centres undefined)	707	-6	i	17	1.8	i
O=C(NCCOc1ccccc1)c1ccccc1Cl	788	-17	i	53	1.0	i
Cc1cccc(NC(=S)NCCc2ccccc2)c1C	813	-7	i	50	0.6	i
Cc1cnc(NC(=O)COc2ccc3c(c2)CCC3)s1	682	-11	i	6	0.4	i
Cc1ccc(NC(=O)CSCc2cc(=O)n3cc(C)sc3n2)cc1	733	6	i	6	3.8	i
CCOC(=O)N1CCC(NS(=O)(=O)c2cc(C(=O)OC)n(C)c2)CC1	778	4	i	25	2.2	i
Cc1ccc(C(=O)COC(=O)COc2ccc(C)c(C)c2)cc1	715	14	i	13	1.5	i
O=C(CN(Cc1ccccc1)C(=O)CCC(=O)Nc1nccs1)NCc1ccc(F)cc1	765	10	i	52	0.8	i
O=C(c1cncc(Br)c1)N1CCN(S(=O)(=O)c2ccccc2)CC1	842	-5	i	49	0.1	i
Cc1cccc(OCC(=O)NCCCNC(=O)c2cccnc2)c1	814	3	i	28	0.3	i
Cc1ccc(N(C)S(=O)(=O)c2ccc(-c3cc(C)no3)s2)cc1	746	-3	?	38	.	i
C=CCC(=O)N1CCCC(CO)(Cc2ccc(F)cc2F)C1 (centres undefined)	798	-3	i	53	0.9	i
CCn1ccnc1CNC(=O)C1CCC(=O)N(Cc2cccc(C(F)(F)F)c2)C1 (centres undefined)	749	2	i	1	1.9	i
O=C1CC(c2ccccc2Cl)CC(O)=C1C=NCCCO (centres undefined)	779	10	i	19	0.3	i
Cc1ccc(Cl)cc1NC(=O)C1COc2ccccc2O1 (centres undefined)	852	-1	i	58	0.5	i
COc1ccc(OCC(=O)N/N=C/c2cccc3cccnc23)cc1	662	10	i	16	0.8	i
O=C(C1CCN(S(=O)(=O)c2ccccc2)CC1)N1CCN(c2ccccc2)CC1	857	1	i	67	1.3	i
COc1cccc(OCc2nn[nH]n2)c1	784	-5	i	54	0.9	i
Cc1ccsc1C(C(=O)NCc1ccccc1)N(C(=O)c1csnn1)c1ccccc1 (centres undefined)	776	2	i	33	0.5	i
CC(=O)c1ccc(C(=O)N2CCCC(Nc3ccccc3)C2)s1 (centres undefined)	794	-1	i	11	0.9	i
COC(=O)c1ccc(C)c(NC(=O)c2ccc(CN3CCc4ccccc4C3)cc2)c1	867	-1	i	12	0.5	i
COCCN(CC1CCCN(C2Cc3ccccc3C2)C1)C(=O)c1cccs1 (centres undefined)	702	-12	i	35	2.1	i
Cc1nc2nc(CCNS(=O)(=O)c3ccc(Cl)cc3)cn2nc1C	750	-7	?	15	.	i
CSc1cccc(NC(=S)N2CCC(c3ccccc3)C2)c1 (centres undefined)	410	-20	i	50	0.7	i
CCOC(=O)c1cnc2c(Cl)cccc2c1NCCCN1CCOCC1	838	-11	i	69	0.0	i
COc1cccc(NC(=O)CN2C(=O)CSc3ccc(S(=O)(=O)N4CCOCC4)cc32)c1	739	3	i	11	1.5	i
COc1ccccc1NC(=O)c1nc(S(=O)(=O)Cc2ccccc2)ncc1Cl	632	-7	?	1	.	i
O=S(=O)(NCc1ccc(Cl)cc1)NCc1ccc(Cl)cc1	615	-12	i	41	0.4	i
C/C(CC(=O)Nc1ccc(N(C)C)cc1)=N\NC(=O)c1ccccc1F	816	8	i	54	0.6	i
Cc1cc(Br)ccc1NS(=O)(=O)c1c(C)[nH]c(=O)[nH]c1=O	803	3	i	28	1.2	i
CN1C(=O)C(C)(C)c2cc(S(=O)(=O)NCc3ccc(Cl)cc3)ccc21	763	-14	i	46	1.3	i
CC(C)N(Cc1ccccc1)S(=O)(=O)c1ccc(F)cc1	715	-31	i	60	2.4	i
Cc1cccc(NC(=O)CCNS(=O)(=O)c2cc(Br)cnc2N)c1C	705	-12	i	10	2.6	i
CNC(=S)N(C1=NCC(c2ccc([N+](=O)[O-])cc2)S1)c1ccccc1 (centres undefined)	754	-6	i	37	0.4	i
Cc1ccc(NS(=O)(=O)c2c(C(=O)N3CCCCCC3)c(C)n(C)c2C)c(Cl)c1	747	-17	i	8	1.5	i
COc1cc(NC(=O)c2ccc(F)cc2)c(OC)cc1NC(=O)CN1CCCCC1	729	-15	i	11	0.8	i
Cc1ccc(/C=C2\C(=N)N3N=C(CC(=O)N4CCOCC4)SC3=NC2=O)o1	675	-6	i	20	0.7	i
COc1ccc(N(CC(=O)NCCSCc2ccc(Cl)cc2)S(C)(=O)=O)cc1Cl	838	3	i	59	0.5	i
O=C(NCCCNC(=O)c1cnccn1)c1cccc(F)c1	827	1	i	38	0.3	i
Cc1ccc(OCc2cc(C(=O)NCc3ccc(OC(F)(F)F)cc3)no2)cn1	751	-7	i	37	1.7	i
Cn1nc(C(=O)NCCCN2CCCCC2)c2c1-c1ccccc1S(=O)(=O)C2	772	0	i	21	1.9	i
Cc1ccnc(SCC(=O)NC2CCCCCC2)n1	853	-1	i	13	2.5	i
COc1ccc(NC2CCCN(C(=O)c3ccc(OC)o3)C2)cc1 (centres undefined)	667	-8	i	45	0.6	i
COc1ccccc1N1CCN(C2CCCN(C(=O)c3cccc(-c4ccco4)c3)C2)CC1 (centres undefined)	636	27	i	6	4.3	i
CCCN(CC(=O)Nc1ccccc1OC)C(=O)Cc1ccccc1F	764	-14	i	17	1.4	i

Seven entries from above, ordered by count of non-hydrogen atoms, highest first:
Molecule	Hep lipid drop cells 6.5 µM	Hep lipid drop	Myeloid diff MLP	T cell modulator vesicle-bound %	Myeloid diff MLP GFP+ MAC1+ %	T cell modulator
COc1ccccc1N1CCN(C2CCCN(C(=O)c3cccc(-c4ccco4)c3)C2)CC1 (centres undefined)	636	27	i	6	4.3	i
COc1ccc(N(CC(=O)NCCSCc2ccc(Cl)cc2)S(C)(=O)=O)cc1Cl	838	3	i	59	0.5	i
Cn1nc(C(=O)NCCCN2CCCCC2)c2c1-c1ccccc1S(=O)(=O)C2	772	0	i	21	1.9	i
CCCN(CC(=O)Nc1ccccc1OC)C(=O)Cc1ccccc1F	764	-14	i	17	1.4	i
COc1ccc(NC2CCCN(C(=O)c3ccc(OC)o3)C2)cc1 (centres undefined)	667	-8	i	45	0.6	i
O=C(NCCCNC(=O)c1cnccn1)c1cccc(F)c1	827	1	i	38	0.3	i
Cc1ccnc(SCC(=O)NC2CCCCCC2)n1	853	-1	i	13	2.5	i

The listing continues:
Molecule	Hep lipid drop cells 6.5 µM	Hep lipid drop	Myeloid diff MLP	T cell modulator vesicle-bound %	Myeloid diff MLP GFP+ MAC1+ %	T cell modulator
CC1CC(Nc2ccccc2)c2ccccc2N1C(=O)c1ccccc1F (centres undefined)	788	-9	i	39	0.5	i
COCCn1c(SCC(=O)Nc2ccc(C(C)=O)cc2)nnc1-c1ccco1	762	21	i	27	0.4	i
CN(CCOc1ccc(Cl)cc1)CC(=O)Nc1ccc(OC(F)F)cc1	810	-13	i	22	0.8	i
CCOc1ccc(S(=O)(=O)N2CCC(C(=O)NCCc3ccc(OC)c(OC)c3)CC2)cc1	910	4	i	59	0.6	i
COc1ccc(Cl)c2sc(N(Cc3cccnc3)C(C)=O)nc12	705	-15	i	21	1.3	i
COc1ccc(CNC(=O)C2CCC(=O)N(CCCN3CCCC3=O)C2)cc1 (centres undefined)	686	2	?	29	.	i
C[C@H]1CN=C(Nc2ccccc2)N1CCC1CCCCC1	767	2	i	18	0.6	i
COc1cccc2[nH]c(C(=O)NC(C)c3ccccc3)cc12 (centres undefined)	775	-8	i	26	0.2	i
Cc1cccc(CN2CCSCC2)c1	839	2	i	57	0.2	i
Cc1ccc(S(=O)(=O)Nc2ccccc2)cc1C(=O)N1CCCC1	796	10	i	68	0.4	i

Record cards, from the list above.
`COc1cccc2[nH]c(C(=O)NC(C)c3ccccc3)cc12` (centres undefined) as listed: Hep lipid drop cells 6.5 µM = 775; Hep lipid drop = -8; Myeloid diff MLP = i; T cell modulator vesicle-bound % = 26; Myeloid diff MLP GFP+ MAC1+ % = 0.2; T cell modulator = i
`COc1ccc(CNC(=O)C2CCC(=O)N(CCCN3CCCC3=O)C2)cc1` (centres undefined) as listed: Hep lipid drop cells 6.5 µM = 686; Hep lipid drop = 2; Myeloid diff MLP = ?; T cell modulator vesicle-bound % = 29; Myeloid diff MLP GFP+ MAC1+ % = .; T cell modulator = i

(more compounds)
Molecule	Hep lipid drop cells 6.5 µM	Hep lipid drop	Myeloid diff MLP	T cell modulator vesicle-bound %	Myeloid diff MLP GFP+ MAC1+ %	T cell modulator
Cc1ccc(Cl)cc1NC(=O)CN1CCN(S(=O)(=O)N2CCC(C)CC2)CC1	791	-3	i	25	0.2	i
Cc1cccc(OCC(=O)NC(=S)NNC(=O)c2ccncc2)c1	890	2	i	35	0.9	i
CC(Oc1ccc2ccc(=O)oc2c1)C(=O)NC1CCN(Cc2ccccc2)CC1 (centres undefined)	662	1	i	11	0.0	i
Cc1nn(S(=O)(=O)c2ccc(F)cc2)c(C)c1S(=O)(=O)N1CCOCC1	795	-3	i	9	0.0	i
NC(=O)c1ccc(NC(=O)CNCc2ccccc2Cl)cc1	658	-9	i	33	0.2	i
CC(O)c1nc2ccccc2n1C(C)c1ccccc1 (centres undefined)	821	1	i	46	0.5	i
N#C/C(=C\c1ccc(O)c(O)c1)C(=O)Nc1cccc2ncccc12	810	-30	i	12	0.9	i
CCOC(=O)C1CCCCN1S(=O)(=O)c1cc2c(cc1C)NC(=O)CO2 (centres undefined)	761	-8	i	41	1.5	i
COc1ccc(N(CC(=O)NCCc2ccccc2)C(=O)CCC(=O)Nc2ccccn2)cc1	805	-7	i	52	0.2	i
O=C(C(=O)N1CCN(c2ccccc2)CC1)c1cn(CC(=O)N2CCCCCC2)c2ccccc12	857	3	i	62	0.9	i
O=C(COc1ccc2c(c1)oc(=O)c1ccccc12)NC(Cc1ccc(Cl)cc1)C(=O)O (centres undefined)	791	3	i	44	3.8	i
CN(C)S(=O)(=O)c1cccc(COC(=O)c2cccnc2Cl)c1	818	2	i	44	0.9	i
CCCN1CCN(C(=O)c2noc3c2COc2ccc(C)cc2-3)CC1	743	-2	i	24	3.0	i
CC(=O)c1ccc(N2CCN(C(=O)CCS(=O)(=O)c3ccc4c(c3)CCN4C(C)=O)CC2)cc1	667	5	i	15	2.3	i
C=CCOc1ccccc1CN1CCC(n2nccc2NC(=O)C2CCOC2)CC1 (centres undefined)	659	-9	i	12	0.5	i
COCCCNc1ncnc2c1nc1n2CCCC1	799	-4	i	25	0.4	i
C/C(=N/NC(=O)CNC(=O)/C=C/c1ccccc1)c1ccco1	602	-2	i	44	3.9	i
Cn1c(=O)c2ccccc2n2c(=S)[nH]nc12	747	-2	i	47	2.3	i
COc1cccc(C2c3[nH]c4ccccc4c3C[C@H]3C(=O)N(c4ccccc4C(=O)N4CCCC4C(=O)O)C(=O)N23)c1 (some centres undefined)	836	-1	i	26	3.0	i
CCc1ccc2oc(=O)cc(CN3CCN(Cc4ccccc4)CC3)c2c1	837	-11	i	36	0.8	i
O=C(NC1CCSc2ccccc21)c1c(F)cccc1Cl (centres undefined)	808	-13	i	26	1.3	i
Cc1ccc(C)c(NC(=O)NNC(=O)c2cc3occc3[nH]2)c1	700	9	i	3	1.6	i
CSc1cccc(NC(=O)c2cccc3cccnc23)c1	708	-6	i	38	2.3	i
CCCCS(=O)(=O)N1CCC(C(=O)Oc2ccc(Cl)cc2)CC1	787	-2	i	60	0.3	i
Cc1cnc(C(=O)OCc2csc(CC(=O)Nc3ccccc3C)n2)cn1	652	-15	i	25	2.3	i

This is a subset, so the mix of outcomes need not match the whole.
